Screening data (PubChem)
SW480 rereplic = induces DNA re-replication in SW480 colon adenocarcinoma cells; SW480 DNA re-replication, Hoechst DNA content imaging, 48 h; Potency, µM (titrated, usually from 46.1 µM), for inactives: top-dose re-replication activation, usual class: activators; hit rate 1.8% among 340,000; AID 624297; further: potency means the concentration at half of the fitted maximal effect; % of control where 0% means no effect; nearly all actives have a fitted effect of over 55% in size
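Per well, 250 cells were exposed to pinned compound for 48 hr. Nuclear DNA was visualised with Hoechst (40 min, 37 C) and total object intensity recorded by fluorescence scanning.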
HT1080 IDH1KD tx = HT-1080 IDH1 knockdown cell toxicity (counter line); HT-1080 IDH1 knockdown viability, ATP luminescence, 48 h; Potency, µM (series often up to 46.1 µM), for inactives: at the top dose activity, negative = toxicity, usual class: cytotoxic; hit rate 2% among 360,000;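 further: potency means the concentration at half of the fitted maximal effect; 0% = DMSO wells and -100% = cell-free medium wells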
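Viability of IDH1-knockdown HT-1080 fibrosarcoma cells was assessed by CellTiter-Glo after 48 h at 37 °C with titrated compound; concentration-effect curves were classified by fit quality and response size.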
KB-3-1 tox = KB-3-1 parental cell cytotoxicity; KB-3-1 viability, CellTiter-Glo ATP luminescence, 72 h; Potency, µM (titrated, usually from 46.1 µM), inactives show at the highest dose activity change, negative = cytotoxic, hits mostly cytotoxic; hit rate 1.4% among 400,000; AID 1347075; further: potency means the concentration at half of the fitted maximal effect; on the % scale 0 is the no-effect control and ±100 the full control effect; nearly all actives have a fitted effect of over 60% in size
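KB-3-1 parental drug-naive adenocarcinoma cells in DMEM/10% FBS, incubated 72 h at 37 C with pin-transferred compounds across a concentration series. Viability by CellTiter-Glo luminescence; concentration-response curves fitted after normalization.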
HT1080-NT tox = kills 2HG-producing HT-1080-NT fibrosarcoma cells; HT-1080-NT fibrosarcoma viability, CellTiter-Glo ATP luminescence, 48 h; Potency, µM (top dose mostly 46.1 µM), for the others: at the top dose activity, negative = less viability, hits mostly cytotoxic; hit rate 1.6% among 360,000;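 further: NT is the 2HG producing partner of a matched IDH1 knockdown line; potency means the concentration at half of the fitted maximal effect; 0% = DMSO-treated cells and -100% = media-only wells without cells; nearly all actives have a fitted effect of over 55% in size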
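HT-1080-NT; 750 cells/well; 5% FBS RPMI; 48 h compound, 37 degrees C; CellTiter-Glo luminescence; curve fitting and curve-class assignment.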
IL-1B inflam inh = blocks inflammasome-driven IL-1 beta release | THP-1 LPS/ATP IL-1B secretion, AlphaLISA, 16 h; hits give low values | activity change, % at 57.5 µM | hit rate 4.7% among 360,000; in the data active means activity change below about -50%; inconclusive means mostly about -30% to -49%; further: on the % scale 0 is the no-effect control and ±100 the full control effect
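THP-1 cells pretreated 1 hr with compounds (up to 57.5 uM final), then stimulated with LPS (250 ng/mL final) plus ATP (1.25 mM final); secreted IL-1B measured by AlphaLISA after 16 hr, decreased signal indicating inhibition.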
D3 ag = activates the human D3 dopamine receptor; hit rate 0.58% among 410,000; D3R DiscoveRx beta-arrestin cells, luminescence, 90 min; max activation, %; P35462; in the data active means max activation above about 30%; further: 0% is about no effect; mostly tested at two doses, the higher about 12 µM
Target sequence (P35462 whole entry, looked up): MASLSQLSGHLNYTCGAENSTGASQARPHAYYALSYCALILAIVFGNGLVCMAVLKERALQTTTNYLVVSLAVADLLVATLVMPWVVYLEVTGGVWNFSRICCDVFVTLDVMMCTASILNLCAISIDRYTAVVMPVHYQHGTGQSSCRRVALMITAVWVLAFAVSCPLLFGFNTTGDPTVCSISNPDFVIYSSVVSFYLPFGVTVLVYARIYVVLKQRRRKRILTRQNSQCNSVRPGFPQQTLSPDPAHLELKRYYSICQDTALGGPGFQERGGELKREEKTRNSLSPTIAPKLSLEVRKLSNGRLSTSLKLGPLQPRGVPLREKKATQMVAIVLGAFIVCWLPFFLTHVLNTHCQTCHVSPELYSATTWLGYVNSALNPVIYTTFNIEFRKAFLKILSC
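Cells at 1500/well, incubated overnight, then treated with pinned compounds (dopamine as control) for 90 min at 37 degrees C. DiscoveRx reagent added for 30 - 60 minutes at room temperature; luminescence read.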
KB-V1 MDR tox = KB-V1 MDR subline cytotoxicity. KB-V1 MDR cells viability, CellTiter-Glo, 72 h. Potency, µM (series often up to 46.1 µM), for the others: at the top dose activity change, negative = cytotoxicity, usual class: cytotoxic. hit rate 3.4% among 400,000; further: potency means the concentration at half of the fitted maximal effect; on the % scale 0 is the no-effect control and ±100 the full control effect; nearly all actives have a fitted effect of over 60% in size
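Cytotoxicity toward P-gp-expressing KB-V1 cells was determined as loss of CellTiter-Glo luminescence after 72 h at 37 degrees C. Compounds were tested in quantitative HTS format across a concentration range, with curves fitted to normalized data.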
GLP1R cytotox = cytotoxic in the GLP-1 receptor inverse agonist counter-screen; hit rate 0.13% among 410,000; HEK293 cAMP-luciferase reporter cells, luminescence, 24 h; Potency, µM (titrated, usually from 38.3 µM), inactives show at the top dose activity change, negative = inhibition, actives largely listed as inhibitors; AID 624418;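 further: loss of luciferase light is scored as toxicity; potency means the concentration at half of the fitted maximal effect; on the % scale 0 is the no-effect control and ±100 the full control effect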
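MLSMR compounds, 24 hr on cells at 37 deg C/5% CO2; luminescence after luciferase reagent (12 min RT). Inhibition counted as the undesired cytotoxic outcome.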
MCF10A rerep = induces DNA re-replication in MCF 10a normal breast cells | hit rate 2.9% among 350,000 | Potency, µM (top dose mostly 46.1 µM), for inactives: top-dose activity, positive = re-replication, usual class: activators | AID 624296 | MCF 10A DNA re-replication, Hoechst nuclear intensity, 48 h; further: potency means the concentration at half of the fitted maximal effect; % of control where 0% means no effect; nearly all actives have a fitted effect of over 50% in size
Active calls of the source: *; [ ] = another dose, or the depositor's remark. Unless noted, the call rests on the fitted dose curve; in most records, active means well fitted curve in the direction sought with a large enough effect; inconclusive means small, poorly fitted or top-dose-only effect, or another doubt; inactive means no such curve, though single readings can be large; an effect the other way counts as inactive or inconclusive.

Screening CC(C)(C)OC(=O)CN1C(=O)NC2(CCCc3ccccc32)C1=O (stereo not given) returned SW480 rereplic 3%, HT1080 IDH1KD tx -12%, KB-3-1 tox -10%, HT1080-NT tox -2%, IL-1B inflam inh 22, D3 ag -15, KB-V1 MDR tox -11%, GLP1R cytotox -3% and MCF10A rerep 16%.
Cn1cc(Br)c(C(=O)N2CCCCCC2)n1 was read as SW480 rereplic -22%, HT1080 IDH1KD tx 2%, KB-3-1 tox 20%, HT1080-NT tox 0%, IL-1B inflam inh 0, D3 ag -5, KB-V1 MDR tox 0%, GLP1R cytotox -5% and MCF10A rerep -1%.
Screening Cc1ccc2sc(NNC(=O)C3COc4ccccc4O3)nc2c1C (stereo not given) returned SW480 rereplic -8%, HT1080 IDH1KD tx -2%, KB-3-1 tox -28%, HT1080-NT tox -3%, IL-1B inflam inh -11, D3 ag 0, KB-V1 MDR tox 0%, GLP1R cytotox 7% and MCF10A rerep 2%.
For Brc1ccc(-c2cn3ccccc3n2)s1 the results were SW480 rereplic -3%, HT1080 IDH1KD tx -23%, KB-3-1 tox -16%, HT1080-NT tox -24%, IL-1B inflam inh 4, D3 ag -5, KB-V1 MDR tox -23%, GLP1R cytotox 72%[activator] and MCF10A rerep 2%.
COc1ccc(C=CC(C)=NNC(=O)c2ccncc2)cc1 was read as SW480 rereplic inconclusive, HT1080 IDH1KD tx -19%, KB-3-1 tox -4%, HT1080-NT tox -2%, IL-1B inflam inh -2, D3 ag 1, KB-V1 MDR tox 0%, GLP1R cytotox inconclusive and MCF10A rerep 2%.
For COc1cccc(-n2nnc3c(=O)n(CC(=O)OCc4ccccc4)cnc32)c1 the results were SW480 rereplic -3%, HT1080 IDH1KD tx 5%, KB-3-1 tox 11%, HT1080-NT tox 4%, IL-1B inflam inh 16, D3 ag -2, KB-V1 MDR tox -7%, GLP1R cytotox -15% and MCF10A rerep -15%.
COc1ccc(-c2cc(C)no2)cc1S(=O)(=O)N1CCN(c2ccccn2)CC1 was read as SW480 rereplic -7%, HT1080 IDH1KD tx -18%, KB-3-1 tox -7%, HT1080-NT tox -7%, IL-1B inflam inh -77*, D3 ag 5, KB-V1 MDR tox -30%, GLP1R cytotox -8% and MCF10A rerep 11%.
CC(=O)Nc1ccc(/C=N/NC(=O)c2cc(-c3ccco3)nc3ccccc23)cc1 was read as SW480 rereplic -13%, HT1080 IDH1KD tx -8%, KB-3-1 tox 11%, HT1080-NT tox -10%, IL-1B inflam inh 30, D3 ag 13, KB-V1 MDR tox 10%, GLP1R cytotox 2% and MCF10A rerep -4%.
Cc1ccc(-c2noc(CCC(=O)Nc3ccccc3N3CCN(C)CC3)n2)cc1 was read as SW480 rereplic 1%, HT1080 IDH1KD tx inconclusive, KB-3-1 tox -9%, HT1080-NT tox inconclusive, IL-1B inflam inh inconclusive, D3 ag 0, KB-V1 MDR tox 21µM*, GLP1R cytotox 35%[activator] and MCF10A rerep 1%.
`O=C(NC(=S)Nc1nc2c(s1)CCCC2)c1ccc(C(=O)c2ccccc2)cc1` gave SW480 rereplic 1%, HT1080 IDH1KD tx -1%, KB-3-1 tox 23µM*, HT1080-NT tox 8%, IL-1B inflam inh 0, D3 ag -9, KB-V1 MDR tox 4.1µM*, GLP1R cytotox 4% and MCF10A rerep 1%.
Screening Cc1sc2nc(SCC(=O)NCc3ccco3)n(-c3ccccc3)c(=O)c2c1C returned SW480 rereplic 10%, HT1080 IDH1KD tx -8%, KB-3-1 tox -10%, HT1080-NT tox 0%, IL-1B inflam inh 8, D3 ag 1, KB-V1 MDR tox 3%, GLP1R cytotox -10% and MCF10A rerep 5%.
Screening COC(=O)c1cc(NC(=O)c2c(Cl)cnn2C)cc(C(=O)OC)c1 returned SW480 rereplic -3%, HT1080 IDH1KD tx -9%, KB-3-1 tox -2%, HT1080-NT tox -3%, IL-1B inflam inh -4, D3 ag 12, KB-V1 MDR tox 15µM*, GLP1R cytotox 12% and MCF10A rerep 10%.
For COc1ccc(C(=O)NNC(=O)c2cnccn2)cc1[N+](=O)[O-] the results were SW480 rereplic -14%, HT1080 IDH1KD tx -6%, KB-3-1 tox -2%, HT1080-NT tox -10%, IL-1B inflam inh -20, D3 ag -9, KB-V1 MDR tox -8%, GLP1R cytotox -10% and MCF10A rerep 4%.
`CCOc1ccc(OCCNC(=O)c2cc(C3CC3)nc3c2cnn3C(C)C)cc1` gave SW480 rereplic 2%, HT1080 IDH1KD tx -24%, KB-3-1 tox -10%, HT1080-NT tox -6%, IL-1B inflam inh inconclusive, D3 ag -15, KB-V1 MDR tox inconclusive, GLP1R cytotox -10% and MCF10A rerep 18%.
FC(F)(F)c1nnc2n1N=C(c1ccccc1)CS2 was read as SW480 rereplic 2%, HT1080 IDH1KD tx 19%, KB-3-1 tox inconclusive, HT1080-NT tox 12%, IL-1B inflam inh -8, D3 ag 4, KB-V1 MDR tox -1%, GLP1R cytotox -1% and MCF10A rerep 2%.
`COc1cccc(C(c2sc3nc(-c4ccco4)nn3c2O)N2CCC(O)CC2)c1` (stereo not given) gave KB-3-1 tox 5%, D3 ag 5, KB-V1 MDR tox 3% and GLP1R cytotox -6%.
Screening CC1(C)Cc2c(sc3c2c(=N)n(Cc2ccco2)c(=O)n3Cc2ccc(Cl)cc2)CO1 returned SW480 rereplic 1%, HT1080 IDH1KD tx -8%, KB-3-1 tox -4%, HT1080-NT tox -18%, IL-1B inflam inh inconclusive, D3 ag 9, KB-V1 MDR tox -2%, GLP1R cytotox -15% and MCF10A rerep inconclusive.
Screening COc1ccc(Br)cc1/C=N/NC(=O)c1cc(OC)c(OC)c(OC)c1 returned SW480 rereplic inconclusive, HT1080 IDH1KD tx 16µM*, KB-3-1 tox -16%, HT1080-NT tox inconclusive, IL-1B inflam inh 33, D3 ag 2, KB-V1 MDR tox -3%, GLP1R cytotox -25% and MCF10A rerep inconclusive.
`CCN(CC(=O)Nc1ccc2c(c1)OCO2)CC(=O)Nc1ccccc1C(F)(F)F` gave SW480 rereplic -8%, HT1080 IDH1KD tx 4%, KB-3-1 tox inconclusive, HT1080-NT tox 1%, IL-1B inflam inh inconclusive, D3 ag 0, KB-V1 MDR tox 0%, GLP1R cytotox -3% and MCF10A rerep 5%.
For CC(C)Cc1nnc(NC(=O)c2cccc(S(=O)(=O)N3CCN(C)CC3)c2)s1 the results were SW480 rereplic 2%, HT1080 IDH1KD tx -8%, KB-3-1 tox -10%, HT1080-NT tox -11%, IL-1B inflam inh 15, D3 ag -22, KB-V1 MDR tox -4%, GLP1R cytotox 0% and MCF10A rerep inconclusive.

Three structures already listed, sorted by number of heavy atoms, highest first.
For CC(C)Cc1nnc(NC(=O)c2cccc(S(=O)(=O)N3CCN(C)CC3)c2)s1 the results were SW480 rereplic 2%, HT1080 IDH1KD tx -8%, KB-3-1 tox -10%, HT1080-NT tox -11%, IL-1B inflam inh 15, D3 ag -22, KB-V1 MDR tox -4%, GLP1R cytotox 0% and MCF10A rerep inconclusive.
FC(F)(F)c1nnc2n1N=C(c1ccccc1)CS2 was read as SW480 rereplic 2%, HT1080 IDH1KD tx 19%, KB-3-1 tox inconclusive, HT1080-NT tox 12%, IL-1B inflam inh -8, D3 ag 4, KB-V1 MDR tox -1%, GLP1R cytotox -1% and MCF10A rerep 2%.
For Brc1ccc(-c2cn3ccccc3n2)s1 the results were SW480 rereplic -3%, HT1080 IDH1KD tx -23%, KB-3-1 tox -16%, HT1080-NT tox -24%, IL-1B inflam inh 4, D3 ag -5, KB-V1 MDR tox -23%, GLP1R cytotox 72%[activator] and MCF10A rerep 2%.

Next part:
Screening COC(=O)c1cccc(NC(=O)c2ccc(OC)c(Cl)c2)c1 returned SW480 rereplic -3%, HT1080 IDH1KD tx inconclusive, KB-3-1 tox -2%, HT1080-NT tox 6%, IL-1B inflam inh -72*, D3 ag 12, KB-V1 MDR tox -23%, GLP1R cytotox -4% and MCF10A rerep 24%.
For CCc1ccc(C2C(C(=O)Nc3ccccc3)=C(C)Nc3nc(SCC(=O)c4ccc(C)cc4)nn32)cc1 (stereo not given) the results were KB-3-1 tox 4%, D3 ag -5, KB-V1 MDR tox 5% and GLP1R cytotox -20%.
Screening COc1cccc(CNC(=O)C2CCCN(S(C)(=O)=O)C2)c1 (stereo not given) returned SW480 rereplic 2%, HT1080 IDH1KD tx 4%[9.24 µM], KB-3-1 tox 7%, HT1080-NT tox -14%, IL-1B inflam inh 5, D3 ag -9, KB-V1 MDR tox -1%, GLP1R cytotox 15% and MCF10A rerep 21µM*.
`CCCCNC(C(=O)Nc1ccc(Cl)c([N+](=O)[O-])c1)c1ccccc1` (stereo not given) gave SW480 rereplic 0%, HT1080 IDH1KD tx -6%, KB-3-1 tox -7%, HT1080-NT tox -16%, IL-1B inflam inh inconclusive, D3 ag -14, KB-V1 MDR tox -26%, GLP1R cytotox -2%[1.53 µM] and MCF10A rerep inconclusive.
CCOc1ccccc1NC(=O)C1CCCCN1S(=O)(=O)c1ccc(F)cc1 (stereo not given) was read as SW480 rereplic 2%, HT1080 IDH1KD tx 12%, KB-3-1 tox -4%, HT1080-NT tox -6%, IL-1B inflam inh 33, D3 ag 0, KB-V1 MDR tox -15%, GLP1R cytotox -5% and MCF10A rerep inconclusive.
Screening Oc1cccc(C(=S)N2CCCCC2)c1 returned SW480 rereplic 0%, HT1080 IDH1KD tx -13%, KB-3-1 tox 7%, HT1080-NT tox 5%, IL-1B inflam inh 2, D3 ag 9, KB-V1 MDR tox 2%, GLP1R cytotox 3% and MCF10A rerep 16%.
Cc1noc(C)c1COc1ccccc1C(=O)N(C)CC(=O)Nc1ccc(F)cc1 was read as SW480 rereplic -1%, HT1080 IDH1KD tx 10%, KB-3-1 tox 0%, HT1080-NT tox -1%, IL-1B inflam inh -1, D3 ag 1, KB-V1 MDR tox 1%, GLP1R cytotox 14% and MCF10A rerep 3%.

The order is random. About 11% of those tested had a hit in this group.
